Bioassay records as filed in PubChem BioAssay.
human PMI inhibition – inhibitors of human PMI, primary screen, biochemical, fluorescence intensity, coupled assay (AID 1209). purified PMI enzyme, coupled fluorescence intensity; higher % means a stronger effect. inhibition, % at 20 µM; hits with a dose series show IC50 in µM. actives 0.42% (n = 190,000);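 also: plate controls were DMSO vehicle for no effect and wells lacking substrate for full effect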
West Nile antiviral – West Nile virus antiviral activity, cell-based, CPE readout (AID 1621); CPE inhibition, % at 10 µM; hits with a dose series show IC50 in µM; actives 0.02% (n = 290,000); West Nile virus-infected cells, CPE inhibition; higher % means a stronger effect; in the data active = a potency from the dose series; inconclusive = CPE inhibition mostly from about 3.7% at the one dose, without a potency; inactive = the rest, 99 in 100 with CPE inhibition below about 2.2%; also: strong numbers were not always called active
K1F lysis inhibition – inhibition of K1F phage lysis, E. coli UTI89, bacterial capsule biogenesis inhibitors, alamar blue (AID 488966); actives 0.02% (n = 340,000); E. coli UTI89 K1F phage lysis, alamar blue, 2 h; higher % means a stronger effect; inhibition, % at 100 µM, or IC50 in µM where a hit was titrated;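 active = phage lysis inhibition, versus mean bacterial control, above a set limit; inconclusive = no clear call, values can overlap the other calls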;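 also: capsule biogenesis inhibitors block K1F phage lysis so surviving cells raise fluorescence; higher fluorescence means more inhibition of phage lysis; actives were called in the ten point dose series up to 300 µM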
human PMI inhibitors – human PMI inhibitors, high substrate, primary screen, biochemical, fluorescence intensity, high mannose 6-phosphate (AID 1220); recombinant PMI enzyme, coupled fluorescence intensity; higher % means a stronger effect; inhibition, % at 20 µM; hits with a dose series show IC50 in µM; actives 0.66% (n = 190,000)
P. falciparum M17LAP – P. falciparum M17LAP inhibitors, primary screen, biochemical, fluorogenic H-Leu-NHMec substrate, 1536-well (AID 1619); recombinant M17LAP, H-Leu-NHMec fluorogenic kinetic assay; higher % means a stronger effect; inhibition, % at 30 µM, or IC50 in µM where a hit was titrated; actives 0.38% (n = 220,000);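 active = compound inhibiting the enzyme by more than half at any dose during confirmatory dose-response retesting; inconclusive = strong single-dose inhibitors picked by rank but not retested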;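 also: plate controls were full reaction with DMSO carrier for no effect and no enzyme background for full effect; strong numbers were not always called active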
RSV antiviral HEp-2 – RSV antiviral activity via CPE protection, HEp-2 cells, primary 10 µM value included (AID 2391) | HEp-2 cells, RSV-induced CPE inhibition; higher % means a stronger effect | one-dose CPE inhibition, % at 10 µM; IC50 in µM for titrated hits | actives 0.13% (n = 310,000); in the data active = a potency from the dose series; inconclusive = CPE inhibition mostly from about 23% at the one dose, without a potency; inactive = the rest, 99 in 100 with CPE inhibition below about 21%; also: strong numbers were not always called active
T cell modulator – T cell immune modulation candidate | AID 2052 | calls only at 7 µM | 2C CD8+ T cell-vesicle binding, flow cytometry; active compounds read low | actives 0.068% (n = 330,000);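 active = response, share of CD8 T cells binding vesicles, and their 90th percentile fluorescence all below set limits, cut at about 80% in these data, passing the limit was not always enough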
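Material: 2C TCR transgenic mouse naive CD8+ T cells, MACS-purified. Also added: QL9-charged Drosophila Ld/ICAM-1/B7-1 vesicles. Timing: binding 1.5 h at 37 °C. Measured by: high-throughput flow cytometry with anti-B7-1 and anti-CD8 staining. Read-out: percent CD8+ FL2 mean versus row control. Controls: Unloaded micro-vesicles (low), QL9 vesicles with 0.7% DMSO (high).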
M1AAP inhibition – malaria alanyl aminopeptidase activity blockers – biochemical, fluorogenic H-Leu-NHMec substrate, 1536-well (AID 1445); recombinant M1AAP, H-Leu-NHMec fluorogenic kinetic assay; higher % means a stronger effect; inhibition, % at 30 µM; hits with a dose series show IC50 in µM; actives 0.42% (n = 220,000);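 active = primary inhibition above the hit cutoff, then over 50% inhibition at one or more dose response concentrations, cut at about 23% in these data, passing the limit was not always enough; inconclusive = conflicting primary data, or primary hits not chosen for dose response; inactive = low primary inhibition, or under 50% at every dose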;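 also: plate controls were DMSO full reaction for no effect and no enzyme background for full effect; strong numbers were not always called active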
TNAP activation fold – human TNAP enzyme activators, primary screen, biochemical, luminescent, no phosphate acceptor, uHTS (AID 1001); activation fold at 20 µM, or EC50 in µM where a hit was titrated; purified TNAP, luminescent activation assay, no phosphate acceptor; higher activation fold means a stronger effect; actives 0.03% (n = 200,000); in the data active = activation fold from about 3, or a potency from the dose series; inactive = the rest, 99 in 100 with activation fold below about 1.6; also: many of its hits are not listed in these tables
T cell modulator vesicle-bound % – further read-out of T cell modulator, marked with its call; double positive events, %; measured here: CD8+ vesicle-bound cell fraction;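 binding gate set so that unloaded-vesicle control wells show 10% double positive cells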
* hit, by the source's call; i = inactive; ? = inconclusive; · = not tested or not shown; + = active, no number; [ ] = remark or other dose. Rule as the data show it, unless noted: active = inhibition above about 50%; inactive = the rest.

SMILES | human PMI inhibition | West Nile antiviral | K1F lysis inhibition | human PMI inhibitors | P. falciparum M17LAP | RSV antiviral HEp-2 | T cell modulator | T cell modulator vesicle-bound % | M1AAP inhibition | TNAP activation fold
COc1cccc(CNc2ccc(F)c(Cl)c2)c1 | -2% | 0.2% | 0.2% | -13% | -5% | -2.4% | i | 16 | 9% | 1.1
C=CCn1c(=N)n(CC(=O)OCC)c2ccccc21 | -2% | · | -0.4% | 1% | -11% | 0.7% | i | 39 | -3% | 1.1
COc1cc(C(=O)N[C@H](C(=O)NC(C)C23CC4CC(CC(C4)C2)C3)C(C)C)cc(OC)c1OC (stereo partly drawn) | -7% | -0.4% | 7.3% | -10% | 3% | 1.2% | i | 29 | -1% | 1.2
O=C(NC1CCCCC1)N1CCC(c2nc3ccc(Cl)cc3[nH]2)CC1 | -6% | -0.1% | 0.8% | -2% | 7% | 5.9% | i | 11 | 16% | 0.9
O=C(NCCc1nnc2ccc(SCC(=O)N3CCOCC3)nn12)c1ccccc1 | · | -0.1% | 1.0%[50 µM] | · | · | 1.4% | i | 68 | · | ·
O=C(NC(=S)N1CCN(c2ccccn2)CC1)c1ccco1 | 3% | -0.6% | 0.2% | 1% | 17% | 1.5% | i | 58 | 1% | 1.1
O=C(Oc1ccc([N+](=O)[O-])cc1)c1cncc(Br)c1 | -14% | -0.4% | 2.8% | -10% | 10% | -0.5% | i | 0 | 7% | 1.1
CC(=O)Nc1ccc(NC(=O)CS(=O)(=O)c2cn(CC(=O)N3CCCC3)c3ccccc23)cc1 | · | -0.6% | 1.0%[50 µM] | · | · | 0.9% | i | 24 | · | ·
Clc1ccc(CSc2ccc(-c3ccco3)nn2)cc1 | -8% | -0.3% | -0.1% | -18% | -7% | 2.5% | i | 28 | 3% | 1.1
CCN1C(=O)N[C@@H](c2ccco2)C(C(C)=O)=C1C | · | -0.1% | -0.3% | · | · | 0.8% | i | 26 | · | ·
O=C1CCC(CCC(=O)N2CCCC(C(=O)c3ccc4c5c(cccc35)CC4)C2)=NN1 (stereo not drawn) | 8% | -1.1% | 0.0% | 4% | -6% | 4.2% | i | 30 | 9% | 1.1
O=C(COC(=O)c1ccccc1F)NC1CCCC1 | · | 0.1% | -0.2% | · | · | 2.9% | i | 9 | · | ·
CCn1c(=O)cc(SCC(=O)Nc2ccc(Cl)cc2)c2ccccc21 | 7% | -0.3% | 0.7% | 4% | 12% | 1.6% | i | 15 | -1% | 1.2
O=C(NCc1cccs1)Nc1cccc(Cl)c1 | · | -0.2% | -7.1% | · | · | 3.1% | i | 31 | · | ·
COc1cc(C2C3=C(CC(C)(C)CC3=O)Nc3ccccc3N2C(C)=O)cc(OC)c1OC (stereo not drawn) | · | 0.4% | -0.7% | · | · | 2.5% | i | 59 | · | ·
COCCN=C1Sc2nc3cc(C)c(C)cc3cc2CN1Cc1cccs1 | · | 0.0% | 1.2%[50 µM] | · | 12% | 20% | i | 52 | 9% | ·
COc1ccc(Cl)cc1N(CC(=O)N1CCC(C)CC1)S(C)(=O)=O | -2% | 0.1% | 0.1% | 4% | 7% | 0.6% | i | 48 | 2% | 1.1
CCN(CC)CCn1c(NCc2ccco2)nc2ccccc21 | 2% | 0.3% | 12% | -13% | -13% | -0.9% | i | 21 | 0% | 1.1
CCOC(=O)CN(c1ccccc1)S(=O)(=O)c1ccc(F)cc1 | 1% | · | 0.0% | 9% | -21% | 1.5% | i | 58 | -1% | 1.1
S=C(NCc1cccnc1)Nc1ccc(Oc2ccccc2)cc1 | 8% | -1.0% | 0.0% | 8% | 1% | 1.3% | i | 62 | -5% | 1.2
Cc1ccc(Nc2nnns2)cc1C | 48% | -0.3% | -0.5% | 17% | 5% | 19% | i | 17 | 3% | 1.1
COc1cc(NS(=O)(=O)c2ccc(NC(=O)NC3CCCCC3)cc2)nc(OC)n1 | 8% | 0.4% | -0.8% | 13% | 20% | 1.1% | i | 36 | 9% | 1.1
CCOC(=O)CNNC(=O)Nc1ccc(Cl)c(Cl)c1 | 6% | -0.1% | 2.1% | 6% | -21% | 1.4% | i | 23 | -5% | 1
Cc1ccccc1-c1nc(CN2CCC(C(=O)NCc3cccnc3)CC2)c(C)o1 | 9% | -0.8% | 8.9% | 4% | -6% | -0.1% | i | 50 | 3% | 1.1
COc1ccc(S(=O)(=O)N2CCN(C(=O)c3cnc(C)cn3)CC2)cc1 | 1% | 1.3% | 0.1% | 0% | 7% | 0.9% | i | 36 | 4% | 1.3
(continued)
SMILES | human PMI inhibition | West Nile antiviral | K1F lysis inhibition | human PMI inhibitors | P. falciparum M17LAP | RSV antiviral HEp-2 | T cell modulator | T cell modulator vesicle-bound % | M1AAP inhibition | TNAP activation fold
Fc1ccc(-c2nc(-c3cnccn3)no2)c(Cl)c1 | · | 0.1% | 0.7% | · | -8% | · | i | 29 | 2% | ·
O=c1c([N+](=O)[O-])c(NC2CCCCC2)c2ccccc2n1-c1ccccc1 | 8% | 0.6% | 0.2% | 8% | 6% | 3.1% | i | 13 | 5% | 1.1
CCOc1ccccc1OCC(=O)Nc1cc2c(cc1C(=O)O)OCCCO2 | · | -0.1% | 0.3% | · | · | 2.2% | i | 42 | · | ·
CCOC(=O)C1=NOC(Cn2cc(C(C)=O)c(=O)[nH]c2=O)C1 (stereo not drawn) | -3% | -0.2% | 0.4% | 0% | -3% | -0.9% | i | 58 | -7% | 1
O=C(Nc1ccn(Cc2ccccc2F)n1)c1ccc(COc2cccc(Br)c2)cc1 | 18% | -0.4% | -2.1% | 25% | 1% | 6.5% | i | 31 | 0% | 1
O=C(CN1CCN(Cc2ccc(F)cc2)C1=O)NCc1cccs1 | -10% | -0.1% | -0.9% | -2% | 8% | 2.7% | i | 50 | 9% | 0.7
NNC(=O)c1cc2c(ccc3ccccc32)o1 | -3% | -0.3% | 1.1% | 6% | -1% | 8.3% | i | 13 | 7% | 1.1
COc1cc(C2C3=C(CCCC3=O)Nc3[nH]n(-c4ccccc4)c(=O)c32)ccc1OC(C)=O (stereo not drawn) | -64% | -0.3% | -0.1% | -98% | 18% | -1.1% | i | 57 | 4% | 1
CCCn1c(SCCN2CCOCC2)nc2c1c(=O)n(C)c(=O)n2C | · | -0.2% | 0.5% | · | · | 1.5% | i | 53 | · | ·
CC1CCN(C(=O)COC(=O)CCCN2C(=O)c3cccc4cccc(c34)C2=O)CC1 | · | -0.5% | 0.0% | · | · | 0.0% | + | 12* | · | ·
O=C1CC(c2cccc(Cl)c2)Cc2nc(N3CCOCC3)ncc21 (stereo not drawn) | -4% | 0.0% | -0.2% | -10% | 3% | 5.0% | i | 39 | 7% | 1
CC(C)c1ccc2c(c1)C1Cc3ccccc3C1N2 (stereo not drawn) | -8% | -1.1% | -1.4%[50 µM] | 9% | -9% | 15% | i | 50 | 5% | 1.1
Cc1ccc(Cn2nc(C)c(/C=N/NC(=O)c3cccnc3)c2C)cc1 | -6% | 0.2% | 0.6% | -10% | -4% | 2.5% | i | 19 | 3% | 1.1
O=C(Nc1ccc(O)cc1)c1ccccc1OCc1ccccc1 | · | 0.3% | 0.5% | · | · | 3.0% | i | 58 | · | ·
CCc1cc(=O)oc2c(C)c(OCC(=O)NCC3CCC(C(=O)O)CC3)ccc12 (stereo not drawn) | · | -0.1% | 3.1% | · | · | 1.3% | i | 48 | · | ·
Cn1c(=O)c(=O)n(C)c2cc(S(=O)(=O)NCCOc3ccccc3)ccc21 | 3% | 1.2% | · | 12% | 7% | -1.9% | i | 58 | 7% | 1.1
O=C(CSc1nc2[nH]c(=O)cc(O)c2s1)Nc1cc(Cl)cc(Cl)c1 | · | 1.2% | 0.1% | · | · | 0.7% | i | 15 | · | ·
O=C(Cn1cnc2sc(-c3ccccc3)cc2c1=O)NCc1ccccc1 | -9% | ? | 6.2% | -8% | -11% | -2.4% | i | 21 | 10% | 1.2
COc1ccc(CN2CC(C(=O)NCc3ccc4c(c3)OCO4)CC2=O)cc1 (stereo not drawn) | -8% | 0.0% | 2.2% | -8% | 2% | -1.1% | i | 29 | 3% | 1.1
COc1ccc(C(=O)N2CCN(C(=O)c3cc(OC)c(OC)c(OC)c3)CC2)cc1 | 5% | · | 0.1% | -2% | 1% | 0.8% | i | 53 | -2% | 1.1
O=C(Nc1ccccc1)c1ccc(CN2CCC(Cc3ccccc3)CC2)cc1 | · | 0.0% | 0.3% | · | · | -1.0% | i | 38 | · | ·
Nc1cc(=O)[nH]c(SCC(=O)Nc2cccc([N+](=O)[O-])c2)n1 | · | 0.1% | 1.2%[50 µM] | · | 0% | 2.7% | i | 34 | 0% | ·
CCOc1cc2[nH]c(=S)n(CCCOC)c(=O)c2cc1OCC | 16% | 0.0% | 5.4% | 16% | 8% | 0.7% | i | 33 | 3% | 1.1
FC(F)Oc1ccc(NC(=S)NNc2ccnc3cc(Cl)ccc23)cc1 | -6% | -0.1% | 2.2% | -7% | 5% | 1.9% | i | 32 | 19% | 1.1
Cc1ccc(NC(=S)N(CCN(C)C)Cc2cc3cc(C)ccc3[nH]c2=O)cc1 | 1% | 0.1% | 5.7% | -1% | 5% | 15% | i | 26 | -5% | 1
COc1ccc(C(CCN2CCN(c3ccccc3)CC2)c2c(OC)cc(OC)c3c(-c4ccccc4)cc(=O)oc23)cc1 (stereo not drawn) | · | -0.7% | 1.6% | · | -5% | -1.4% | i | 41 | -2% | ·
O=C(COC(=O)c1cc2ccccc2cc1O)NC(=O)NCc1ccco1 | -10% | 0.3% | 0.4% | 3% | 1% | 5.2% | i | 13 | 1% | 1.2

Compound profiles (already shown). Values in the order: human PMI inhibition, West Nile antiviral, K1F lysis inhibition, human PMI inhibitors, P. falciparum M17LAP, RSV antiviral HEp-2, T cell modulator, T cell modulator vesicle-bound %, M1AAP inhibition, TNAP activation fold
COc1cc(NS(=O)(=O)c2ccc(NC(=O)NC3CCCCC3)cc2)nc(OC)n1 reads 8%, 0.4%, -0.8%, 13%, 20%, 1.1%, i, 36, 9%, 1.1
Fc1ccc(-c2nc(-c3cnccn3)no2)c(Cl)c1 reads ·, 0.1%, 0.7%, ·, -8%, ·, i, 29, 2%, ·
Cc1ccc(Cn2nc(C)c(/C=N/NC(=O)c3cccnc3)c2C)cc1 reads -6%, 0.2%, 0.6%, -10%, -4%, 2.5%, i, 19, 3%, 1.1
COc1ccc(Cl)cc1N(CC(=O)N1CCC(C)CC1)S(C)(=O)=O reads -2%, 0.1%, 0.1%, 4%, 7%, 0.6%, i, 48, 2%, 1.1
